From PubChem
M1 PAM parental: nonselective activator or artifact in parental CHO-K1 calcium assay | activation, % at 3 µM | ATP EC20, Fluo-8 calcium fluorescence; 0% at ATP EC20, 100% at ATP max | 0.02% of 360,000 active | AID 602247;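 active = activation above the run cutoff, the mean activation of all test compounds plus 3 SD, cut at about 40% in these data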;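 note: peak over basal fluorescence ratio in a 140 s read after ATP addition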
M5 antag: blocks acetylcholine activation of human M5 receptor | AID 624040 | P08912 | inhibition, % at 3 µM | 0.59% of 360,000 active | CHO-hM5 cells, Fluo-8 calcium fluorescence, ACh EC80;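 active = inhibition above a per-plate cutoff, the mean of that plate's test compounds plus 3 SD, cut at about 27% in these data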;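 note: 0% = acetylcholine EC80 with DMSO and 100% = DMSO without agonist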
CHRM4 antagonist: CHRM4 antagonism in calcium assay; P08173; CHO-hM4 cells, ACh EC80, Fluo-8 calcium fluorescence; inhibition, % at 3 µM; 0.73% of 360,000 active; AID 624125;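 active = inhibition above its plate's cutoff, the mean inhibition of sample wells plus 3 SD, cut at about 27% in these data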;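 note: 0% = acetylcholine EC80 with DMSO and 100% = DMSO without agonist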
Target sequence (P08173 whole entry, looked up): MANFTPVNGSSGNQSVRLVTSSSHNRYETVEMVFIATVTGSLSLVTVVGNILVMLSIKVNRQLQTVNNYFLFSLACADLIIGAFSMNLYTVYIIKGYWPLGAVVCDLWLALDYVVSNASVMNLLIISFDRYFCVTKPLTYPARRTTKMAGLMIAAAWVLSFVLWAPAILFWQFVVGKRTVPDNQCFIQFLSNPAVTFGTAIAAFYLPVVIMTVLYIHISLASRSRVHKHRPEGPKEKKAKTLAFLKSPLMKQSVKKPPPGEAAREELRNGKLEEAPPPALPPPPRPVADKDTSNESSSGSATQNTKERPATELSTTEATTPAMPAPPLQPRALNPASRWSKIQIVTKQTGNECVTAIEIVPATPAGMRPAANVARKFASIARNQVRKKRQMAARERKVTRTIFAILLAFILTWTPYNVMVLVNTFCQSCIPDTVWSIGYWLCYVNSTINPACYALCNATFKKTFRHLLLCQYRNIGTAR
M1 ag parental: M1 agonist counterscreen hit in parental CHO-K1 cells; Fluo-8 calcium fluorescence; scaled to maximal ATP response, vehicle zero; activation, % at 3 µM; 0.48% of 360,000 active; in the data active = activation above about 15%;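 note: untransfected CHO-K1 host cells lacking M1 receptor as counterscreen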
M4 PAM: positive allosteric modulators of human muscarinic M4 receptor; P08173; AID 624126; 0.4% of 360,000 active; CHO-K1 hM4/Gqi5, Fluo-8 calcium fluorescence, ACh EC20; 0% = ACh EC20, 100% = maximal ACh; activation, % at 3 µM;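 active = activation above its plate's cutoff, the mean activation of sample wells plus 3 SD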; note: some results filed as inactive read as strong as hits
CHRM5 agonist: agonists of human muscarinic M5 receptor (CHRM5). P08912. CHO-K1 hM5 cells, Fluo-8 calcium fluorescence; 0% DMSO wells, 100% maximal acetylcholine response. activation, % at 3 µM. 0.19% of 360,000 active. AID 624037;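 active = activation above the run's mean over test compounds plus 3 SD, cut at about 23% in these data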;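 note: signal is peak over basal fluorescence ratio across the kinetic read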
CHO-K1 Ca antag: nonselective inhibitor or artifact in parental CHO-K1 cells. 0.6% of 360,000 active. AID 602250. ATP-induced calcium, Fluo-8 fluorescence. inhibition, % at 3 µM;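 active = inhibition above a per-plate cutoff, the plate's mean sample inhibition plus 3 SD, cut at about 24% in these data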;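 note: 0% = DMSO plus EC80 ATP and 100% = DMSO alone without ATP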
M4 ag: CHRM4 agonism in calcium assay. activation, % at 3 µM. CHO-K1 hM4/Gqi5, Fluo-8 calcium fluorescence; vehicle 0%, full acetylcholine response 100%. P08173. 0.14% of 360,000 active;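 active = activation above the run mean over all test wells plus 3 SD, cut at about 32% in these data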;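 note: peak over basal fluorescence ratio per well then scaled between controls; 0% = DMSO wells and 100% = acetylcholine at EC100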
M5 PAM: positive allosteric modulators of human muscarinic M5 receptor | CHO-K1 hM5, Fluo-8 calcium, ACh EC20 PAM; 0% = ACh EC20, 100% = ACh EC100 | activation, % at 3 µM | 0.3% of 360,000 active | AID 624038;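 active = activation above the run cutoff, the mean activation of all test compounds plus 3 SD, cut at about 18% in these data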
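System – CHO-K1 hM5 cells · Compound – 3 µM, single dose · Incubation – compound preincubation 140 s before EC20 acetylcholine addition · Technique – Fluo-8 calcium fluorescence · Measure – Max/basal fluorescence ratio as % of EC20–EC100 ACh window · Benchmarks – low control EC20 acetylcholine (0%), high control EC100 acetylcholine (100%) · Replication – singlicate, one well per test compound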
* hit, by the source's call. Outcome played no part in choosing rows; about 2.7% have a hit in one of these screens.

Molecule,M1 PAM parental,M5 antag,CHRM4 antagonist,M1 ag parental,M4 PAM,CHRM5 agonist,CHO-K1 Ca antag,M4 ag,M5 PAM
CSc1ccc(C2C(C#N)=C(N)Oc3cc4c(cc32)OCO4)cc1 (configuration not stated),7,-2,-9,-0.6,4,2,-9,2,-3
COc1ccc(NC(=O)CNC(=O)Cn2c(C)cc3ccccc3c2=O)c(OC)c1,10,7,-5,0.5,6,-4,-10,7,-1
O=C(Nc1ccccc1)c1ccc(F)cc1F,-9,-3,9,-0.5,-7,4,-6,1,-1
COCCCN1CN(Cc2ccco2)CNC1=S,17,6,-6,0.5,1,-3,-11,0,-3
COC(=O)C(O)(CC(=O)Nc1ccc(OC(F)(F)F)cc1)C(F)(F)F (configuration not stated),15,7,1,3.0,3,1,-19,3,-3
COc1ccc(S(=O)(=O)N(C)C[C@H]2Oc3ccc(NC(=O)Nc4ccc5c(c4)OCO5)cc3CC(=O)N([C@@H](C)CO)C[C@@H]2C)cc1,17,8,7,0.8,1,2,-14,-1,2
COC/C=C/C1=CC2=CC(=O)C(C)(OC(=O)c3cnc4ccccc4n3)C(=O)C2=CN1C1CC1 (configuration not stated),-4,-9,-1,-0.1,20,8,0,0,8
O=C(c1ccc2c3c(cccc13)C(=O)N(O)C2=O)N1CCCCC1,9,2,3,0.3,5,2,-7,0,-9
Cc1ccc(COc2ccccc2C(=S)N2CCCC2)cc1,21,-10,-15,1.4,-10,-8,-13,-1,-2
O=S1(=O)CC(N2CCN(Cc3ccccc3F)CC2)CN1Cc1cn(Cc2ccc(F)cc2)nn1 (configuration not stated),-14,1,-1,0.8,-3,-2,4,1,-7
C=CCC[C@H](Cc1ccc(F)cc1)C(=O)OC[C@@H](NC(=O)[C@@H](CC=C)CC(=O)N(CCO)Cc1ccccc1)C(C)(C)C,-19,15,-4,-0.5,1,-6,9,3,-10
C=CC[C@H](CC(=O)NCCO)C(=O)N[C@H](COC(=O)[C@@H](CC=C)Cc1ccc(F)cc1)Cc1ccccc1,-3,10,-7,0.3,0,0,5,9,-8
COc1ccc(CC2=CC(=O)c3ccccc3C2=O)cc1,10,11,33*,2.0,-5,7,2,9,2
Cc1ccc(C(=O)NNC(=O)OC(C)(C)C)c(Cl)c1,2,-6,8,0.1,10,1,-4,0,9
COc1ccccc1CNC(=S)Nc1ccc(F)cc1,-17,13,3,1.0,-6,-10,9,1,-4
O=C(C[C@H]1C/C=C\C[C@H](Cc2ccc(F)cc2)C(=O)OC[C@@H]2CCCN2C1=O)N[C@H](CO)Cc1ccccc1,13,9,4,0.4,3,1,-10,3,-2
O=C(N/N=C1/CCCc2ccccc21)C(c1ccccc1)c1ccccc1,5,0,-5,0.3,5,0,-46,0,-4
CCc1ccc(N2C(=O)CN(CC(=O)OC)C2=S)cc1,29,-2,3,-0.2,1,-3,-19,1,3
O=C(CN1CCCCC1)Nc1scc2c1c(=O)oc1ccccc12,2,17,1,0.4,-6,-3,-6,1,-5
CCn1cc(/C=N/NC(=O)COc2cccc3cccnc23)c2ccccc21,19,1,9,1.5,-5,-5,-2,4,-4
CC(=O)c1ccccc1OC(=O)CCN1C(=O)c2ccccc2C1=O,-1,-5,-5,1.0,13,1,1,2,1
CCCn1c(=O)c2c(c3ccccc31)OC(C)C(=O)N2 (configuration not stated),-1,10,15,-0.5,14,-2,14,1,9
COC(=O)c1ccc(/C=C/C(=O)OCC(=O)Nc2cc(C)on2)cc1,-7,17,-4,0.1,5,4,-3,1,1
Cc1cc(C)nc(-n2nc(C)cc2Nc2ccccc2)n1,16,4,9,0.7,8,-8,-8,0,-4
c1csc(-c2nc(CN3CCSCC3)cs2)c1,16,3,-2,1.0,-4,-3,-6,0,3
Cc1ccc(S(=O)(=O)CCC(=O)Nc2nccs2)cc1,15,-1,-1,0.4,5,5,-1,2,0
CCOc1ccc(N2C(=O)CC(Sc3n[nH]c(-c4ccccc4)n3)C2=O)cc1 (configuration not stated),22,-4,-8,0.4,13,-1,-17,3,1
FC(F)Sc1ccc(-n2cc(-c3ccc(Cl)cc3)[n+]3c2CCC3)cc1,22,4,13,0.6,-11,-7,-9,0,-5
Cc1ccc(C(=O)N2Cc3ccccc3CC2C(=O)O)cc1 (configuration not stated),-1,4,4,0.5,3,2,2,0,3
Cc1ccc(C(=O)NC(=S)NCc2cccnc2)cc1,7,4,-3,0.3,6,0,-3,-1,1

Some of the entries so far, as labelled records:
Cc1ccc(C(=O)N2Cc3ccccc3CC2C(=O)O)cc1 (configuration not stated)
  M1 PAM parental = -1	M5 antag = 4	CHRM4 antagonist = 4	M1 ag parental = 0.5	M4 PAM = 3	CHRM5 agonist = 2	CHO-K1 Ca antag = 2	M4 ag = 0	M5 PAM = 3
Cc1ccc(C(=O)NC(=S)NCc2cccnc2)cc1
  M1 PAM parental = 7	M5 antag = 4	CHRM4 antagonist = -3	M1 ag parental = 0.3	M4 PAM = 6	CHRM5 agonist = 0	CHO-K1 Ca antag = -3	M4 ag = -1	M5 PAM = 1

New compounds follow:
Molecule,M1 PAM parental,M5 antag,CHRM4 antagonist,M1 ag parental,M4 PAM,CHRM5 agonist,CHO-K1 Ca antag,M4 ag,M5 PAM
COc1ccc(Cc2nnc(N)s2)cc1,3,7,11,0.2,6,2,-13,0,-2
CCOC(=O)CSc1nc2ccccc2n1CC(=O)N1CCN(c2ccccc2)CC1,15,2,2,1.1,-10,-2,-10,2,-5
COc1ccc(/C=C2\SC(=S)N(CC(=O)OCC(=O)Nc3ccc(C)cc3Cl)C2=O)cc1,6,-1,-15,0.0,13,4,-9,0,12
COCCN1C(=O)N(c2cccc(C)c2)C(=O)C1CC(=O)Nc1ccc(OC)cc1 (configuration not stated),10,16,12,0.1,-5,-4,-12,0,-6
CCOc1ccccc1CNC(=O)C(C)n1nc(C)c2c(C)n(-c3ccccc3)nc2c1=O (configuration not stated),-5,14,3,2.3,-7,-6,-18,3,-5
O=C(NCC1CCCO1)c1ccc2c(=O)n(-c3ccccc3)c(=S)[nH]c2c1 (configuration not stated),16,2,3,1.0,6,1,-13,2,7
Cc1n[nH]c(C)c1CCNCc1ccc(OCC(O)CN2CCCCC2)cc1 (configuration not stated),15,0,4,-0.4,-6,-7,-12,1,-3
Cc1ccc(SCc2[nH]nc3c2C(c2ccc(C)o2)C(C#N)=C(N)O3)cc1 (configuration not stated),2,2,2,1.5,-2,2,-15,2,0
N#Cc1cccnc1N1CCN(C(=O)c2cccs2)CC1,17,1,7,1.1,0,0,-8,2,-2
N#CC1=C(C=Nc2ccccc2O)CCC1,0,0,2,3.6,-1,-4,-4,1,-9
Cc1ccccc1NCC(=O)N/N=C\C=C\c1cccc([N+](=O)[O-])c1,-12,7,-4,0.1,0,-5,13,3,-6
O=C(Nc1ccccc1)N1CCN(c2nc3ccccc3s2)CC1,8,4,-23,3.4,-7,0,6,9,-7
CC1=NNC(=O)C1C(c1ccccc1)C(C#N)C#N (configuration not stated),17,-1,-5,1.3,7,1,-13,0,-2
N#Cc1nc(N2CCCC2)nc(N2CCCC2)n1,3,-5,-4,0.1,-2,-1,-5,1,-2
CC(C)(C)NC(=O)c1cc(-c2ccccc2)n[nH]1,-3,1,7,0.4,4,0,6,1,-1
O=C(CSc1ccc(S(=O)(=O)N2CCCC2)cn1)Nc1ccc([N+](=O)[O-])cc1C(F)(F)F,10,-1,-5,3.1,-6,-3,-14,7,-4
CN=C1NC(C)(C)C2CCC(C)(CC2)S1,16,4,-1,1.7,-5,-11,-11,1,-25
COc1ccc(C2CC(Cn3cc(C#N)c(=O)n(C)c3=O)ON2C)cc1 (configuration not stated),13,-6,-3,0.4,2,0,-11,1,10
O=C1c2cccc3cccc(c23)C(=O)C1(O)O,2,11,6,1.8,-5,-5,2,2,0
O=C(C1CCCN(S(=O)(=O)c2ccc(Cl)cc2)C1)N(Cc1cccs1)C1CC1 (configuration not stated),7,13,-3,3.6,-7,-9,14,6,-29
CC(Oc1ccc2c3c(c(=O)oc2c1)CCCC3)C(=O)NC1CC(C)(C)NC(C)(C)C1 (configuration not stated),8,-10,-4,0.3,3,-2,0,1,3
COc1cc(F)ccc1-c1cc(C(=O)Nc2ccc(C)c(NS(C)(=O)=O)c2)[nH]n1,-21,20,-11,4.2,-2,2,10,13,-9
O=C(NCC1COc2ccccc2O1)c1ccc(Cl)cc1 (configuration not stated),9,-5,6,0.3,-1,-3,8,-1,4
Cc1ccc(/C=N/NC(=O)c2nnn(-c3nonc3N)c2CN(C)c2ccccc2)s1,-22,11,-2,0.3,-6,-2,4,4,-9
Nc1c(C(O)(C(F)(F)F)C(F)(F)F)ccc2ccccc12,10,-8,-3,0.8,1,-5,-10,2,0
NC(=O)CN(c1ccc([N+](=O)[O-])cc1)S(=O)(=O)c1ccccc1,-9,1,-8,-0.5,8,-2,10,8,12
CCN(Cc1ccc(O)cc1)CC1CCCN(CCc2cccc(F)c2)C1 (configuration not stated),-7,-9,3,0.5,-1,-12,6,1,-8
S=C1N[C@H]2CCCC[C@@H]2N1,-4,-4,6,0.2,0,1,-9,2,9
COc1ccc(C(=O)Nc2ccccc2C(=O)NCC2CCCO2)cc1 (configuration not stated),5,7,-2,2.9,6,0,-11,7,-5
O=C(c1cccnc1)N1CCN(S(=O)(=O)c2ccc3ccccc3c2)CC1,8,-4,2,0.8,0,2,0,1,-1
O=C(C(Cc1ccccc1)n1cccc1)N1CCCCCC1 (configuration not stated),-5,-6,-2,-0.3,0,-4,-8,0,3
COc1ccc(N2CCN(C(=O)CCC(=O)NNc3nc4ccccc4c4nc(C)nn34)CC2)cc1,-5,19,7,0.6,4,-3,-5,0,-4
